Compound activity: PubChem BioAssay, several laboratories
MLLE-PAM2 inh: inhibitors of microRNA-mediated deadenylation, human PABP1 MLLE binding. GST-MLLE / FITC-PAM2 fluorescence polarization. inhibition, % at 20 µM. AID 588489. P11940. actives 0.36% (n = 360,000); in the data active = inhibition above about 35%, passing the limit was not always enough;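 also: plate controls were DMSO wells with GST-MLLE for no effect and wells lacking GST-MLLE protein for full effect; some results filed as inactive read as strong as hits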
Target sequence (P11940 whole entry, looked up): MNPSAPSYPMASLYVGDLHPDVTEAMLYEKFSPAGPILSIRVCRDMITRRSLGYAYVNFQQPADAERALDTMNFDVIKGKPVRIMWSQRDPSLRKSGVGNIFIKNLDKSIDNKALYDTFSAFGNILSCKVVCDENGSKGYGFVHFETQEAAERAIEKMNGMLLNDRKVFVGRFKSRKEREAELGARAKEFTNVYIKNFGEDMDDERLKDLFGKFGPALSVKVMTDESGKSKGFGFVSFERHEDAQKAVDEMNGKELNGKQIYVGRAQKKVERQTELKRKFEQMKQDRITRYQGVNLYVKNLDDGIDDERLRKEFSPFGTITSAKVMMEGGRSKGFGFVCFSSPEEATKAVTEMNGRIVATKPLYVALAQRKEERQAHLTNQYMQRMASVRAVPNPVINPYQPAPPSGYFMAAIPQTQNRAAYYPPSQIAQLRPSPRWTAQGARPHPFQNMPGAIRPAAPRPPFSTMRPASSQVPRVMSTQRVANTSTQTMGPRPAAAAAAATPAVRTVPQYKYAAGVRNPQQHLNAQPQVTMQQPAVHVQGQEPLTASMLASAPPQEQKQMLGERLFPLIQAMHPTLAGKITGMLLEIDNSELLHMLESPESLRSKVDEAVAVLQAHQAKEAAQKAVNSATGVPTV
Rpn11 inh: inhibitors of human proteasome Rpn11; O00487; human 26S proteasome, Ub4-pepOG fluorescence polarization; 20S core pre-blocked with epoxomicin; calls only at 20 µM; actives 0.59% (n = 360,000); AID 588493;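 active = inhibition at 20 µM, scaled to each plate's controls, above about 33%, limit read from the data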
SKN-1 inh: inhibitors of C. elegans SKN-1 | C. elegans VP596 Pgst-4::GFP/RFP ratio, acrylamide-induced, 24 h | inhibition, % at 21.8 µM | actives 0.49% (n = 360,000) | AID 624304;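 active = interference check ratio from 0.5 to 1.5 plus GFP to RFP signal ratio inhibition reaching or exceeding a fixed threshold, cut at about 30% in these data, passing the limit was not always enough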; also: some compounds called inactive have numbers as strong as hits
Neddylation inh: cullin neddylation inhibition | calls only at 25 µM | actives 0.58% (n = 360,000) | TR-FRET cullin neddylation, biochemical | P61081+Q13564; in the data active = inhibition above about 36%
FAS-TE inh: blocks the thioesterase domain of human fatty acid synthase; AID 602261; recombinant FAS-TE, OMFH fluorogenic substrate, fluorescence endpoint; actives 0.67% (n = 360,000); inhibition, % at 15 µM; P49327;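 active = compounds whose normalised, plate-corrected inhibition of enzyme fluorescence in the single-dose primary screen is 50% or more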;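 also: 0% = DMSO with enzyme and 100% = substrate without enzyme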
Rin1 Abl inh: inhibitors of human Rin1-Abl protein interaction; TR-FRET Rin1/Abl binding, biochemical; P00519+Q13671; actives 0.4% (n = 360,000); inhibition, % at 7.35 µM; in the data active = inhibition above about 5%, passing the limit was not always enough
CSN inh: inhibitors of human CSN-mediated cullin deneddylation; Q92905; actives 0.38% (n = 360,000); Purified CSN, SCF-Nedd8-OG deneddylation, fluorescence polarization; inhibition, % at 12.5 µM; AID 651999;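 active = pattern-corrected inhibition above about 35%, with an unprinted fluorescence ratio check between 0.5 and 1.5, limit read from the data, passing the limit was not always enough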;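 also: 0% = enzyme with substrate and 100% = substrate without enzyme; some results filed as inactive read as strong as hits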
Target sequence (Q92905 whole entry, looked up, one chain of several): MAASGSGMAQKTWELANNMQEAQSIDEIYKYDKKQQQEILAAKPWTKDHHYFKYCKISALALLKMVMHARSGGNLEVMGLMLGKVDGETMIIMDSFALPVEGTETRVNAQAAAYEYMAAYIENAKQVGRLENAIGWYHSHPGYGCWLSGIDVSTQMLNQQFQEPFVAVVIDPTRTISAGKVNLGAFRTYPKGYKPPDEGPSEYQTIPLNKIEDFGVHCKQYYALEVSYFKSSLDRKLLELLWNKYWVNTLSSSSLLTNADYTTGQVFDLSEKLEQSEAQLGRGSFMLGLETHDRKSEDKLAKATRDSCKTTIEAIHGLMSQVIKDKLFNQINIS
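Schedule: reaction 90 min, room temperature / Assay system: HEK293T-derived human Csn5 enzyme / Input: Csn5 at 0.24 nM final / Measure: inhibition of Csn5 cleavage, % / Control set: substrate-only high control, full reaction low control / Technique: fluorescence polarization of the substrate / Buffer or medium: Tris/NaCl/DTT buffer, pH 7.5 / Reagent: SCFSkp2-Nedd8OG substrate at 10 nM final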
NadD inh: NadD (S. aureus) enzyme inhibition | inhibition, % at 20 µM | AID 602399 | purified NadD enzyme, colorimetric absorbance read-out | actives 0.78% (n = 360,000); in the data active = inhibition above about 26%; also: some compounds past the cut are filed as inactive
MT1-MMP act inh: blocks activation of human MT1-MMP; P50281; actives 0.061% (n = 360,000); HT1080 RFP-PRO-GFP cells, GFP/RFP ratio fluorescence, overnight; percent of plate control window, DMSO zero; GFP/RFP ratio change, % at 20 µM;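 active = GFP/RFP ratio change of at least 30% with cell ATP level not reduced by more than half and red fluorescence within 50% of control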; also: strong numbers were not always called active
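Read-out: GFP/RFP fluorescence ratio; Test system: RFP-PRO-GFP reporter HT1080 cells; Compound dosing: single-point 20 µM compound, 1% DMSO; Times: overnight compound exposure at 37 °C.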
Active calls of the source: *; i = inactive; . = not tested or not shown; + = active, no number. Outcome played no part in choosing rows, and some 3.9% of all compounds hit somewhere here.

SMILES	MLLE-PAM2 inh	Rpn11 inh	SKN-1 inh	Neddylation inh	FAS-TE inh	Rin1 Abl inh	CSN inh	NadD inh	MT1-MMP act inh
CCOc1ccc(NC(=O)N2CCN(c3nc4ccccc4s3)CC2)cc1	-10	i	8	i	0	2	-1	3	2
O=C(CCN1C(=O)/C(=C\c2ccc(F)cc2)SC1=S)Nc1ccc(O)cc1	10	i	3	i	5	-3	5	11	1
Cc1ccc(NC(=O)Nc2ccc(C(=O)N3CCOCC3)cc2)cc1	-3	i	15	i	-6	-1	-7	-3	-3
CC1(C)C(=O)NCCN1C(=O)CC1C(=O)NCCN1CC(c1ccccc1)c1ccccc1 (stereo not drawn)	10	i	1	i	-2	2	5	5	-1
Cc1ccc(/C=N/NC(=O)C(c2ccncc2)N2CCOCC2)cc1 (stereo not drawn)	8	i	6	i	-6	1	4	-11	2
O=C(COc1ccccc1Cl)N1CCc2ccccc21	-11	i	6	i	4	2	1	-5	-3
C=CCNC(=O)CSc1nnc(-c2ccc(S(=O)(=O)N3CCCC3)cc2)n1C	4	i	14	i	-4	2	2	-10	2
O=[N+]([O-])c1cc([N+](=O)[O-])c(Oc2cc(Cl)cc(Cl)c2)cc1NN1CCCCC1	10	i	6	i	24	3	0	-10	-4
COC(=O)C[C@H]1c2ccccc2S(=O)(=O)N1c1cccc(OC)c1	3	i	7	i	-5	-1	-2	-3	-2
N#CC1=C(N)Oc2c(ccc3cccnc23)C1c1ccccc1 (stereo not drawn)	-8	i	2	i	3	1	2	8	3
CN(Cc1ccc(F)cc1)C(=O)c1cccc(S(=O)(=O)N2CCN(c3ccc(F)cc3)CC2)c1	1	i	10	i	28	4	-7	-4	-8
NC(Cc1ccccc1)c1csc(NC(=O)Nc2ccccc2Oc2ccccc2)n1 (stereo not drawn)	2	i	3	i	-29	2	6	25	-5
O=C(COC(=O)CNC(=O)c1ccccc1)NCCc1ccccc1	2	i	15	i	-3	-1	3	1	-4
CCN(C(=O)COC(=O)c1ccc2[nH]c(C)c(C)c2c1)c1c(N)n(Cc2ccccc2)c(=O)[nH]c1=O	-47	i	6	i	-2	2	5	8	-6
O=C(NNS(=O)(=O)c1ccc(F)cc1)C1CC(c2cccnc2)=NO1 (stereo not drawn)	-8	i	-3	i	-1	-6	-2	2	1
Cc1cc(C(=O)OCC(=O)NCc2ccco2)c(C)n1-c1ccccc1	-11	i	29	i	-1	-3	10	5	-2
O=C(CCCNS(=O)(=O)c1cccc2nsnc12)NCCc1ccccc1	1	i	2	i	-4	-1	1	-6	-1
COc1ccc(CN=C2NC(=O)CC(C(=O)Nc3ccc([N+](=O)[O-])cc3C)S2)cc1 (stereo not drawn)	-16	i	5	i	21	-4	-1	-4	3
COCc1cccc(-c2csc(C(C)(O)c3cccc(OC)c3)n2)c1 (stereo not drawn)	2	i	17	i	6	5	-7	-2	-11
CSCC[C@H](NC(=O)Cc1c(C)c2cc3c(C)c(C)oc3cc2oc1=O)C(=O)N[C@@H](C(=O)O)c1ccccc1	8	i	11	.	13	1	1	1	5
O=C(Nc1ccccc1C(=O)N/N=C/c1ccco1)c1ccccc1	-4	i	3	i	-2	-5	-2	0	2
COc1ccc(C2CC(c3cccc(Cl)c3)=NN2c2ccc(S(N)(=O)=O)cc2)cc1 (stereo not drawn)	-8	i	22	.	19	-2	-3	18	-1
CC(C)c1nc(C#N)c(NN)o1	-3	i	16	i	-6	1	-4	5	1
COC(=O)c1cn(-c2ccc(F)cc2)c(=O)c2ccccc12	9	i	13	i	1	1	-14	-6	2
Cc1ccccc1OCC(=O)OCC(=O)c1ccc(OCc2ccccc2)cc1	0	i	-6	i	19	0	3	-2	1

Part of the list above, in markdown.
| smiles | MLLE-PAM2 inh | Rpn11 inh | SKN-1 inh | Neddylation inh | FAS-TE inh | Rin1 Abl inh | CSN inh | NadD inh | MT1-MMP act inh |
| --- | --- | --- | --- | --- | --- | --- | --- | --- | --- |
| Cc1cc(C(=O)OCC(=O)NCc2ccco2)c(C)n1-c1ccccc1 | -11 | i | 29 | i | -1 | -3 | 10 | 5 | -2 |
| CC1(C)C(=O)NCCN1C(=O)CC1C(=O)NCCN1CC(c1ccccc1)c1ccccc1 (stereo not drawn) | 10 | i | 1 | i | -2 | 2 | 5 | 5 | -1 |
| COc1ccc(CN=C2NC(=O)CC(C(=O)Nc3ccc([N+](=O)[O-])cc3C)S2)cc1 (stereo not drawn) | -16 | i | 5 | i | 21 | -4 | -1 | -4 | 3 |
| O=C(COc1ccccc1Cl)N1CCc2ccccc21 | -11 | i | 6 | i | 4 | 2 | 1 | -5 | -3 |
| Cc1ccc(/C=N/NC(=O)C(c2ccncc2)N2CCOCC2)cc1 (stereo not drawn) | 8 | i | 6 | i | -6 | 1 | 4 | -11 | 2 |
| NC(Cc1ccccc1)c1csc(NC(=O)Nc2ccccc2Oc2ccccc2)n1 (stereo not drawn) | 2 | i | 3 | i | -29 | 2 | 6 | 25 | -5 |
| O=C(Nc1ccccc1C(=O)N/N=C/c1ccco1)c1ccccc1 | -4 | i | 3 | i | -2 | -5 | -2 | 0 | 2 |

Additional compounds follow.
SMILES	MLLE-PAM2 inh	Rpn11 inh	SKN-1 inh	Neddylation inh	FAS-TE inh	Rin1 Abl inh	CSN inh	NadD inh	MT1-MMP act inh
COCOc1ccc(C=O)cc1OCOC	-2	i	-8	i	-7	-2	3	4	3
Cc1ccc(NC(=O)Nc2ncccc2C)cc1	2	i	-24	i	2	2	-2	-5	1
C=CCN(CC=C)CCOc1ccc(OC(C)C)cc1	-16	i	-13	i	-5	3	5	-1	-1
COc1cccc(OC)c1C(=O)Nc1nc(-c2ccccc2)cs1	-12	i	0	i	25	-2	-5	11	-1
COc1cccc(OC)c1OCCCCCc1c(C)n[nH]c1C	-7	i	9	i	-14	0	-1	-6	4
COc1ccc(-c2nc(-c3cccs3)c(-c3cccs3)[nH]2)cc1O	-5	i	2	i	12	-11	6	8	1
CCCCNc1nc(-c2ccccc2)cc(C(F)(F)F)c1C(N)=O	-5	i	4	.	11	-1	1	-4	1
C[C@@H]1CN([C@H](C)CO)C(=O)c2cc(NC(=O)Nc3cccc4ccccc34)ccc2O[C@H]1CN(C)Cc1ccc(C(F)(F)F)cc1	1	i	-3	i	9	-3	5	23	2
COc1ccc(-c2nc3cccc(C)n3c2NCC2CCCO2)cc1O (stereo not drawn)	16	i	-1	.	-3	-1	-3	-5	-1
O=S1(=O)N=C2CCCCCN2C(c2ccncc2)N1 (stereo not drawn)	7	i	-4	i	-6	-2	-2	-7	-2
COc1ccc(NC(=O)CSc2nc(C)cc(C)n2)c([N+](=O)[O-])c1	-5	i	3	i	3	2	-2	2	2
O=C1C=CC(=O)N1c1ccc2c(c1)Cc1cc(F)ccc1-2	29	i	2	i	18	1	0	14	3
CCN(CC)c1ccc2c(O)cc(=O)oc2c1	-4	i	5	+	-5	-8	-5	-1	-7
CCOc1ccc(-c2cc(C(=O)NCc3cc(OC)cc(OC)c3)[nH]n2)c(C)c1	3	i	2	i	12	1	-2	-4	2
NC(=O)c1ncn([C@@H]2O[C@H](CN=C3NS(=O)(=O)c4ccccc43)[C@@H](O)[C@H]2O)n1	-3	i	5	i	-6	1	4	0	2
CCOC(=O)C1=C(COC(=O)/C=C/c2ccc([N+](=O)[O-])cc2)NC(=O)NC1C (stereo not drawn)	-22	i	11	i	2	3	-1	-2	-2
C/C(=N\NC(=O)COc1ccccc1)c1ccc(O)cc1	-1	i	6	i	-1	-2	4	-4	2
Cn1c(N)c(S(=O)(=O)N2CCCC2)c(=O)n(C)c1=O	4	i	-8	i	-5	-2	1	-6	-1
CSc1nsc(SCC(=O)Nc2cccc(C(C)=O)c2)n1	21	i	0	i	3	-4	6	-11	2
COc1ccc(OC(C)C(=O)N2CCN(c3ccccn3)CC2)cc1 (stereo not drawn)	3	i	22	i	-3	-4	3	1	4
COc1ccc(N2CCN(C(=O)CNC(=O)Cc3ccccc3)CC2)cc1	5	i	-11	i	-6	4	0	-3	-2
O=C(O)[C@@H](O)c1ccccc1	5	i	4	i	-4	0	-4	0	1
Cc1cccc(NS(=O)(=O)c2ccc(C(=O)NCC(C)(C)N3CCOCC3)cc2)c1C	-11	i	-6	i	-5	-3	-2	-1	-5
Cc1ccc(S(=O)(=O)NCc2ccccn2)cc1C	-17	i	-2	i	-6	-5	0	-5	5
Cc1ccc(S(=O)(=O)CCC(=O)OCc2nnc(-c3ccccc3)o2)cc1	3	i	-4	i	0	-2	3	-3	2
SMILES	MLLE-PAM2 inh	Rpn11 inh	SKN-1 inh	Neddylation inh	FAS-TE inh	Rin1 Abl inh	CSN inh	NadD inh	MT1-MMP act inh
Cc1c(NC(=O)C(C)OC(=O)c2sc3ccccc3c2Cl)c(=O)n(-c2ccccc2)n1C (stereo not drawn)	-39	i	2	i	-12	-5	-9	-2	5
CCc1ccc(N2CC(C(=O)OCC(=O)Nc3cc(C)on3)CC2=O)cc1 (stereo not drawn)	-1	i	-32	i	-9	0	7	-6	-1
CN=C1c2cc3c(Br)c(OC)ccc3n2CCN1C	12	i	-3	i	-7	-9	-3	-8	0
CCN(c1ccccc1)S(=O)(=O)c1ccc(Cl)c(NC(=O)CSc2n[nH]c(N)n2)c1	-14	i	-8	i	-48	-1	-12	-7	6
CCOC(=O)C1(Cc2ccc(Cl)cc2)CCN(Cc2cn(CC)nc2C)CC1	7	i	4	i	-4	1	-2	-4	-3
COc1ccc(S(=O)(=O)Nc2ccccc2-c2nnn(CC(=O)Nc3ccccc3OC)n2)cc1	4	i	17	i	14	1	4	-7	-2
COC(=O)N1CCN(c2ccc(C)cc2)C(C)C1 (stereo not drawn)	5	i	6	i	-3	1	-3	-6	-2
COc1ccccc1NC(=O)c1ccccc1NS(=O)(=O)c1cccs1	-4	i	4	i	1	-2	-4	-1	-2
O=C(NNS(=O)(=O)c1ccc2ccccc2c1)c1cc(-c2ccccn2)nc2ccccc12	-10	i	1	i	10	0	-1	45*	-1
O=[N+]([O-])c1ccc(Cl)c(CN2CCCCCC2)c1	2	i	-2	i	-6	-2	2	0	4
